Compound activity (PubChem BioAssay)
HCMV antiviral: inhibitors of human cytomegalovirus; AID 1259415; activity change, negative = inhibition, % at 57.5 µM; HFF cells, HCMV-luciferase reporter, 72 h; hits give low values; 4.5% of 410,000 active; in the data active means activity change below about -60%; inconclusive means no clear call, values can overlap the other calls; inactive means above about -39%
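Human foreskin fibroblasts infected with luciferase-reporter HCMV at MOI 1 PFU/cell, compounds at two doses. Luciferase measured 72 h post infection; normalized to buffer-only basal and Salinomycin (10uM) controls.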
FBPA Giardia inh: Giardia lamblia aldolase inhibition | A8B2U2 | purified Giardia FBPA | Potency, µM (titrated, usually from 59.6 µM), for the others: at the top dose activity, negative = inhibition, hits mostly inhibitors | 0.71% of 290,000 active | AID 2451; further: potency means the concentration at half of the fitted maximal effect; nearly all actives have a fitted effect of over 55% in size
Target sequence (A8B2U2 whole entry, looked up): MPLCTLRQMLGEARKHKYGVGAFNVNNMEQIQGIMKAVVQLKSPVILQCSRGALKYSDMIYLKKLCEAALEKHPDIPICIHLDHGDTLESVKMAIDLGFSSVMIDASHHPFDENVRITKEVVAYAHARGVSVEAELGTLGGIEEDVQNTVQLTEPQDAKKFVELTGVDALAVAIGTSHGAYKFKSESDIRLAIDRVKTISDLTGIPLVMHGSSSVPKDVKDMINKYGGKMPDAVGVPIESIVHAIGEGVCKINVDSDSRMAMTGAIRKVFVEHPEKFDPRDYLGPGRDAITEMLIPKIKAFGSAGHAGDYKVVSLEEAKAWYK
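Giardia FBPA (40 nM reagent) was preincubated 10 min at RT with compound (up to 57.5 uM final), then substrate plus GAPDH/TPI/NAD/arsenate coupling system with diaphorase/resazurin was added; resorufin fluorescence (525/598 nm) was read after 20 min.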
AmpC detergent: blocks E. coli AmpC beta-lactamase in detergent assay; P00811; AmpC hydrolysis of nitrocefin, absorbance 480 nm, 0.01% Triton; Potency, µM (series often up to 114 µM), for inactives: top-dose activity change, negative = inhibition, hits mostly inhibitors; 0.041% of 370,000 active; AID 485294;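 further: potency means the concentration at half of the fitted maximal effect; 0% = no-compound wells and -100% = no-enzyme wells; nearly all actives have a fitted effect of over 25% in size; some results filed as inactive show a strong effect at the top dose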
Target sequence (P00811 whole entry, looked up): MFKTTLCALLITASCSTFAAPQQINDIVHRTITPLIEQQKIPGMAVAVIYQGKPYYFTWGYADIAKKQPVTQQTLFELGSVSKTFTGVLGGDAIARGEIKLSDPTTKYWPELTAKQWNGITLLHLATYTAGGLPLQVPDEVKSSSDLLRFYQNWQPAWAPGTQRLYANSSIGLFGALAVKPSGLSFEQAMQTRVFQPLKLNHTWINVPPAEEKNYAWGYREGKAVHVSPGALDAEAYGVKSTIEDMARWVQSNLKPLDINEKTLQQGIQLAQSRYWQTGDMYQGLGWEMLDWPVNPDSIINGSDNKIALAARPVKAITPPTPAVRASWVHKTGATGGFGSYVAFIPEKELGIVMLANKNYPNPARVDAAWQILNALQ
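20 mM phosphate pH 7.0 + 0.01% (detergent screen) or 0.0001% Triton X-100; 5.3 nM AmpC reagent; cpd preinc 15 min RT; nitrocefin (800 uM stock) to start; A480 q20 s × 4 min; Activity was normalised to no-enzyme and no-compound control wells.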
AmpC inh no detg: AmpC beta-lactamase inhibition without detergent; AID 485341; AmpC nitrocefin hydrolysis, absorbance 480 nm, 0.0001% Triton; Potency, µM (series often up to 57.1 µM), without a hit: top-dose activity change, negative = inhibition, actives largely listed as inhibitors; 0.52% of 330,000 active; P00811;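 further: potency means the concentration at half of the fitted maximal effect; plate controls were no compound for no effect and no enzyme for full effect; nearly all actives have a fitted effect of over 20% in size; some results filed as inactive show a strong effect at the top dose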
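20 mM phosphate pH 7.0 + 0.01% (detergent screen) or 0.0001% Triton X-100; 5.3 nM AmpC reagent; cpd preinc 15 min RT; nitrocefin (800 uM stock) to start; A480 q20 s × 4 min; Activity was normalised to no-enzyme and no-compound control wells.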
AMA1 RON2 block: AMA1-RON2 (P. falciparum) interaction inhibition; AlphaScreen AMA1-biotinylated RON2 peptide binding; Potency, µM (series often up to 58.2 µM), for inactives: at the highest dose activity change, negative = inhibition, hits mostly inhibitors; 0.2% of 360,000 active; AID 720542;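 further: potency means the concentration at half of the fitted maximal effect; 0% = vehicle wells and -100% = peptide control; nearly all actives have a fitted effect of over 45% in size; some results filed as inactive show a strong effect at the top dose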
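AMA1 (3D7) with his tag at 25 nM final met compounds first, then biotinylated RON2 peptide at 25 nM; detection used donor plus acceptor beads, 10 µg/mL apiece, read by AlphaScreen after 30 min at room temperature.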
Sm TGR block: inhibitors of Schistosoma mansoni thioredoxin glutathione reductase; 3% of 360,000 active; purified TGR, DTNB reduction, TNB absorbance 405 nm; AID 485364; Potency, µM (top dose mostly 114 µM), inactives show top-dose activity change, negative = inhibition, actives largely listed as inhibitors; further: potency means the concentration at half of the fitted maximal effect; nearly all actives have a fitted effect of over 60% in size
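Kinetic colorimetric format: TGR-catalysed, NADPH-driven DTNB reduction monitored via TNB absorbance. Enzyme dispensed at 20 nM; compound exposure 15 min at room temperature before reaction start.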
Numbers without * were called inactive; ? = inconclusive; . = no result given; [ ] = remark or other dose. Unless noted, the call rests on the fitted dose curve; in most records, active means well fitted curve in the direction sought with a large enough effect; inconclusive means small, poorly fitted or top-dose-only effect, or another doubt; inactive means no such curve, though single readings can be large; an effect the other way counts as inactive or inconclusive. Unless noted, on the % scale 0 is the no-effect control and ±100 the full control effect.

entry	smiles	HCMV antiviral	FBPA Giardia inh	AmpC detergent	AmpC inh no detg	AMA1 RON2 block	Sm TGR block
1	COc1ccc(C2C(C(C)=O)=C(O)C(=O)N2c2cccnc2)cc1OC (stereo not drawn)	0.8	-17.5%	-2.2%	-19.9%	-10.4%	-18.3%
2	COc1cccc(C(=O)OCC(=O)c2c(N)n(C)c(=O)n(C)c2=O)c1	-13.0	.	-0.2%	-1.8%	13.4%	-2.4%
3	CC(C)(C)C(=O)C(Cl)C(=O)Nc1ccccc1 (stereo not drawn)	-13.0	3.6%	?	-12.9%	5.2%	22.4µM*
4	CC1(C)CC(=O)c2cnn(-c3nc4ccccc4[nH]3)c2C1	-3.7	?	-16.3%	-20.6%	59.5%[activator]	4.0%
5	Cc1cc(OC(=O)c2ccc(C(F)(F)F)cc2)c([N+](=O)[O-])c(=O)[nH]1	99.0	-3.9%	-13.6%	1.0%	2.6%	-15.4%
6	O=C(NCc1ccccc1)c1cc(=O)nc2sc(-c3ccccc3)nn12	-26.7	5.5%	1.0%	-8.7%	3.7%	5.3%
7	Cc1cc(C)n(-c2nc(C)c(C)c(=O)n2CC(=O)Nc2cccc([N+](=O)[O-])c2)n1	-4.2	.	1.8%	.	.	4.5%
8	NS(=O)(=O)c1ccc(CCNS(=O)(=O)Cc2ccc(Cl)cc2)cc1	19.5	-2.6%	-4.0%	-17.0%	1.2%	0.2%
9	COC(=O)c1c(SCC(=O)Nc2ccc(C)c(C)c2)nc(=O)[nH]c1C	-29.8	2.4%	-0.8%	-18.9%	0.0%	0.9%
10	Cc1cc(NC(=O)c2cccc(Br)c2)n[nH]1	29.5	.	0.7%	-5.5%	2.3%	8.6%
11	O=C(CSc1ccccn1)N1CCN(C(=O)CSc2ccccn2)CC1	-1.2	6.8%	?	-17.2%	1.0%	5.5%
12	COc1ccc(NC(=O)C2CCCN2S(=O)(=O)c2ccc(C)cc2)cc1 (stereo not drawn)	7.7	1.7%	1.3%	-12.6%	-9.8%	0.4%
13	Cc1cccnc1Nc1nc(-c2ccc(F)cc2)cs1	-9.8	-5.3%	-2.7%	-15.6%	-14.9%	3.1%
14	Cc1cccc(C(=O)NCCNC(=O)c2cccc(C)c2)c1	?	5.1%	-0.2%	-16.0%	-7.6%	0.6%
15	Cc1ccc2c(c1)N(CC(=O)NCCCN1C(C)CCCC1C)C(=O)c1cccnc1O2 (stereo not drawn)	10.0	2.2%	-8.7%	-7.7%	0.0%	-9.7%
16	O=C(NCC(c1ccco1)N1CCN(c2ccccc2F)CC1)C1CCCCC1 (stereo not drawn)	-30.4	.	0.0%	32.4%	17.5%	-10.7%
17	CCCNC(=O)NC(C)C12CC3CC(CC(C3)C1)C2 (stereo not drawn)	5.2	1.5%	-15.2%	-12.8%	0.4%	2.8%
18	COc1ccc(C(=O)Nc2cccc(/C(C)=N/NC(=O)c3ccc([N+](=O)[O-])c(C)c3)c2)cc1OC	39.8	-12.9%	-7.9%	-6.6%	26.8%	?
19	O=C(Cc1ccccc1)Nc1cc(C(=O)c2ccccc2)ccc1N1CCOCC1	-7.1	-3.4%	0.3%	17.7%	-10.0%	-5.8%
20	CC(C)(OC(=O)NC(=O)C(F)(F)F)C(C)(C)OC(=O)NC(=O)C(F)(F)F	-27.2	-2.6%	-2.3%	-2.4%	-16.1%	-0.1%
21	O=C(CCC(=O)Nc1ccccc1)NNC(=O)CCc1ccccc1	-14.0	3.6%	-1.8%	-8.3%	88.8%[activator]	5.6%
22	Cc1ncc([N+](=O)[O-])n1Cc1cccc2ccccc12	-21.9	0.6%	4.8%	7.2%	4.3%	-1.2%
23	C[C@H](CO)N1C[C@H](C)[C@@H](CN(C)C(=O)Nc2ccc(C(F)(F)F)cc2)Oc2ccc(NC(=O)NC3CCCCC3)cc2C1=O	-28.3	.	.	225.6%[activator]	-4.3%	.
24	O=C(O)c1ccc2c(c1)nnn2C1CCCCC1	11.0	0.2%	-14.3%	-11.7%	-2.1%	3.9%
25	COc1ccc(C(=O)Nc2onc3c2CCCC3)cc1	1.1	.	16.4%	.	.	3.8%
26	Cn1cc([N+](=O)[O-])c(C(=O)N/N=C/c2ccc([N+](=O)[O-])cc2)n1	-34.4	-0.9%	-3.0%	-15.4%	5.5%	-16.3%
27	CC1CCc2c(sc3ncnc(N4CCOCC4)c23)C1 (stereo not drawn)	-65.4*	-2.7%	2.7%	.	0.8%	6.2%
28	CCC(C(=O)Nc1c(C)cc(C)cc1C)N1CCCCCC1 (stereo not drawn)	-6.7	-5.3%	?	-11.1%	6.2%	-14.1%
29	CN(C)S(=O)(=O)c1cccc(NC(=O)COC(=O)CCC(=O)c2ccc(F)cc2)c1	18.2	0.5%	-1.4%	-6.5%	9.5%	-5.1%
30	CCOC(=O)c1cccc(NC(=O)/C=C/c2cccc([N+](=O)[O-])c2)c1	3.3	-0.1%	-0.8%	-27.2%	-0.2%	0.0%

Record cards, as listed above. Order of values: HCMV antiviral	FBPA Giardia inh	AmpC detergent	AmpC inh no detg	AMA1 RON2 block	Sm TGR block
`CC1CCc2c(sc3ncnc(N4CCOCC4)c23)C1` (stereo not drawn) is listed with -65.4*	-2.7%	2.7%	.	0.8%	6.2%
`CCC(C(=O)Nc1c(C)cc(C)cc1C)N1CCCCCC1` (stereo not drawn) is listed with -6.7	-5.3%	?	-11.1%	6.2%	-14.1%
`COc1ccc(C(=O)Nc2onc3c2CCCC3)cc1` is listed with 1.1	.	16.4%	.	.	3.8%

Continuation:
entry	smiles	HCMV antiviral	FBPA Giardia inh	AmpC detergent	AmpC inh no detg	AMA1 RON2 block	Sm TGR block
31	O=S(=O)(c1cc(Cl)ccc1Br)N1CCCCC1	-9.2	5.6%	-6.2%	-25.6%	13.6%	3.4%
32	O=C(COC(=O)c1cnccn1)Nc1cccc(F)c1	0.0	.	.	-15.2%	1.4%	.
33	Cc1ccc(-c2noc(-c3ccccc3NC(=O)C3CC(=O)N(c4ccc(C)cc4)C3)n2)cc1 (stereo not drawn)	53.5	.	18.9%	.	.	-11.1%
34	COc1ccccc1-n1c([S-])c(C(=O)Nc2ccccc2C(F)(F)F)[n+]2ccc(C(=O)NCCO)cc12	41.5	?	-4.3%	118.7%[activator]	-15.8%	-26.0%
35	CCOC(=O)Cc1nnc(Nc2cc(C)ccc2C)c2ccccc12	-60.3*	2.6%	2.9%	-23.9%	-9.7%	.
36	CCCCc1c(C)nc2ccccc2c1SCCC(=O)O	?	14.3%	-4.4%	-34.7%	-3.8%	-12.5%
37	O=C(O)C1CCN1C1CCCCC1 (stereo not drawn)	-14.8	-1.6%	?	-5.1%	0.6%	0.0%
38	O=C(c1cccc(S(=O)(=O)N2CCOCC2)c1)N1CCN(c2ccc(F)cc2)CC1	13.0	-1.6%	-11.8%	79.8%[activator]	34.1%[activator]	0.9%
39	Cc1cccc(CN2C(=O)CN=C(c3ccccc3Cl)c3cc(Cl)ccc32)c1	-31.5	.	-3.9%	.	.	8.4%
40	O=C(CN1CCOCC1)Nc1ccccc1C(=O)O	-19.5	-2.8%	1.4%	-9.6%	-3.4%	2.9%
41	CCCOc1ccc(N2C(=O)C3C(C(C)C)NC4(C(=O)c5ccccc5C4=O)C3C2=O)cc1 (stereo not drawn)	50.5	-7.6%	-2.9%	10.8%	-0.3%	-31.9%
42	CC(C)(C)C(=O)OC/C(N)=N/OC(=O)c1ccc(Cl)cc1	-4.5	-4.4%	-4.1%	2.7%	-0.1%	7.3%
43	COC(=O)c1ccc(CSc2nnnn2C)o1	8.7	1.3%	5.1%	0.0%	-12.8%	2.5%
44	CC(=O)c1cccc(N(C(=O)c2csnn2)C(C(=O)NC2CCCC2)c2ccccc2)c1 (stereo not drawn)	-22.2	-2.7%	-4.4%	20.7%	13.1%	1.6%
45	O=C(COc1ccc(/C=N/NS(=O)(=O)c2ccccc2)cc1)Nc1ccccc1	61.9	-2.4%	-4.3%	-46.0%	-9.8%	-20.4%
46	Cc1onc(-c2ccccc2Cl)c1C(=O)O/N=C(\N)c1ccc([N+](=O)[O-])o1	-19.4	-4.0%	-0.4%	-41.5%	-5.7%	?
47	COc1cccc(OCc2cc(C(=O)NCc3ccccn3)no2)c1	39.3	9.2%	1.8%	-14.0%	48.9%[activator]	6.5%
48	COCCn1c(=O)sc2ccccc2c1=O	-26.4	0.8%	-13.6%	-8.0%	-8.2%	-7.9%
49	Cc1nnc(C)n1/N=C/c1cc(Br)ccc1O	2.6	-13.6%	3.8%	-15.2%	1.9%	-10.4%
50	CC(C)c1ccc(C2C3=C(COC3=O)Nc3cc4c(cc32)OCO4)cc1 (stereo not drawn)	-88.3*	-1.5%	-4.4%	-50.4%	16.0%	-0.8%
51	Cc1cc(C)c(S(=O)(=O)c2c(C)cccc2C)c(Cl)n1	-16.1	-18.9%	-11.5%	-10.5%	12.9%	5.8%
52	CCCCOc1ccc(CC2CCC(=O)NC2=O)cc1 (stereo not drawn)	-1.1	-4.8%	-1.7%	17.7%	4.2%	3.8%[57.1 µM]
53	O=C(COC(=O)c1ccc([N+](=O)[O-])o1)Nc1cccc(S(=O)(=O)N2CCOCC2)c1	-32.0	-9.0%	-12.8%	-20.9%	0.6%	?
54	CCOC(=O)c1cc(-c2ccccc2)sc1NC(=O)C(C)OC(=O)c1cccnc1Cl (stereo not drawn)	-5.0	2.4%	-6.2%	-18.5%	-11.2%	-7.7%
55	CCOc1cc(NCc2ccccc2)c2ncn(C(C)C)c2c1	11.5	.	.	92.1%[activator]	25.1µM*	.
56	CC(C)Sc1nc2c(c(=O)n(C)c(=O)n2C)n1C	112.4	-1.3%	?	-19.1%	7.8%	5.1%
57	CCCc1cc(=O)oc2c(C)c(OC(C)C(=O)NCCN3CCOCC3)ccc12 (stereo not drawn)	-38.0	.	3.6%	77.5%[activator]	-0.5%	-9.0%
58	CCN(C(=O)c1ccc(S(=O)(=O)N2CCC(C)CC2)cc1)C1CCS(=O)(=O)C1 (stereo not drawn)	-10.1	.	?	-9.9%	-6.6%	0.2%
59	CN1CCN(c2nc(Nc3cccc(C(F)(F)F)c3)nc(N3CCOCC3)n2)CC1	-17.6	0.9%	-13.7%	173.5%[activator]	?	10.8%
60	Cc1ccc(S(=O)(=O)/C(C#N)=C/c2ccccc2OCc2ccccc2)cc1	-68.9*	-7.0%	-13.4%	-49.0%	-8.3%[11.6 µM]	-1.8%
